# Screens (PubChem)
# NR2F2 inh = blocks human COUP-TFII nuclear receptor; AID 686940; HEK293T NGFI-A luciferase reporter, luminescence; hit rate 0.7% among 370,000; inhibition, % at 8.6 µM; P24468;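 active = inhibition above a per-plate cutoff, mean inhibition of test wells between control levels plus 3 SD, cut at about 38% in these data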;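 note: cells cotransfected with COUP-TFII expression vector driving the NGFI-A reporter; 0% = median of COUP-TF2 test wells and 100% = reporter-only cells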
# ABHD5-PLIN5 inh = ABHD5-PLIN5 protein interaction inhibition | hit rate 0.78% among 360,000 | inhibition, % at 4 µM | Q00G26+Q8WTS1 | Split G. princeps luciferase complementation, luminescence, 4 h | AID 602281;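 active = inhibition above the mean inhibition across every tested compound plus 3 SD, cut at about 22% in these data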;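 note: 0% = DMSO only wells and the 100% control is not disclosed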
# TLR9-MyD88 block = blocks human TLR9 binding to MyD88; Q9NR96+Q99836; CHO BLA complementation TLR9-MyD88, CCF4 FRET ratio; inhibition, % at 4.98 µM; hit rate 0.21% among 340,000;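 active = inhibition above the mean over all tested compounds plus 3 SD, cut at about 21% in these data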;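 note: 0% = DMSO only wells and 100% = clavulanate BLA inhibitor control wells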
# EBV LMP1 NFkB = Epstein-Barr LMP1 NF-kappaB reporter inhibition | hit rate 0.69% among 350,000 | LMP1-induced NF-kappaB luciferase reporter cells, luminescence | inhibition, % at 12.5 µM; in the data active = inhibition above about 41%;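 note: 0% = neutral control wells and 100% = reference inhibitor control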
# NCOA3 inh = inhibitors of human steroid receptor coactivator 3 (SRC3); hit rate 0.17% among 360,000; HEK293 GAL4-SRC3 luciferase reporter, luminescence; Q9Y6Q9; inhibition, % at 3.6 µM;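 active = inhibition above a per-campaign cutoff, the mean of all compounds plus 3 SD, cut at about 60% in these data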;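 note: 0% = DMSO-treated cells and 100% = gossypol-treated cells at 36 µM; higher means less SRC3-driven luciferase light from the GAL4 reporter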
# NOD2 RIPK2 PPI = NOD2-RIPK2 protein interaction inhibition; O43353; CHO BLA complementation NOD2-RIPK2, CCF4 ratio; inhibition, % at 4.98 µM; hit rate 0.38% among 360,000; AID 624267; in the data active = inhibition above about 21%;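 note: 0% = vehicle only and 100% = reference blocker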
# NCOA1 inh = human NCOA1 inhibition | Q15788 | HEK293 GAL4-SRC1 luciferase reporter, luminescence | AID 588354 | inhibition, % at 3.6 µM | hit rate 0.12% among 360,000;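 active = inhibition above the campaign mean plus 3 SD, with each screening campaign given its own cutoff, cut at about 60% in these data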;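 note: 0% = DMSO treated cells and 100% = gossypol at 36 µM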
# LRH-1 inv ag = NR5A2 inverse agonism in reporter assay. HEK293T StAR-luciferase reporter, LRH-1 transfected, 24 h. inhibition, % at 3.6 µM. hit rate 0.13% among 360,000. O00482;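 active = inhibition above the mean inhibition of all tested compounds plus 3 SD, cut at about 73% in these data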;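 note: 0% = DMSO wells and 100% = reporter-only cells lacking LRH-1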
# SRC2 inh = human SRC2 (NCOA2) inhibition. Q15596. HEK293 GAL4-SRC2 luciferase reporter, luminescence. inhibition, % at 9 µM. hit rate 0.17% among 370,000;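 active = inhibition above the mean inhibition of all tested compounds plus 3 SD, set per campaign, cut at about 52% in these data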;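 note: 0% = DMSO treated cells and 100% = cells given Gossypol at 36 µM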
# MC4R barr agon = human MC4R agonism via beta-arrestin; hit rate 0.98% among 360,000; activation, % at 8.9 µM; U2OS MC4R beta-arrestin complementation, luminescence; percent of melanotan II response, DMSO zero; P32245;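 active = activation above a per-plate cutoff, the mean activation of sample wells on that plate plus 3 SD, cut at about 8% in these data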
# MC4R antagonist = blocks human MC4R cAMP signaling | P32245 | MC4R-expressing cells, MTII-stimulated cAMP, LANCE TR-FRET | inhibition, % at 6.5 µM | hit rate 0.48% among 360,000 | AID 540295;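 active = inhibition above its plate's cutoff, the mean of tested wells on that plate plus 3 SD, cut at about 29% in these data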;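 note: 0% = Melanotan II alone and 100% = Melanotan II plus saturating MCL0020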
#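 Assay system: human MC4R-expressing U2OS cells; reagent: Melanotan II stimulation of cells; dosing: 6.5 µM single dose; timing: compound 30 min, challenge 1 h, detection 1 h; signal: TR-FRET cAMP assay; replicates: one well per compound, no replicates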
# Numbers without * were called inactive. The list is partial; the hit share may differ from the screen's.
NR2F2 inh,ABHD5-PLIN5 inh,TLR9-MyD88 block,EBV LMP1 NFkB,NCOA3 inh,NOD2 RIPK2 PPI,NCOA1 inh,LRH-1 inv ag,SRC2 inh,MC4R barr agon,molecule,MC4R antagonist
4.6,4.5,-3.9,-3.6,-4.3,-5.6,3.4,9.0,-20.7,0.1,COC(=O)[C@H](Cc1ccccc1)NC(=O)NCCc1ccccc1F,20.2
4.3,-2.6,4.4,-5.9,2.8,-12.3,2.1,-13.6,-20.3,0.1,CC(=O)c1cc(C(=O)NC2CCCc3c2cnn3-c2cc(C)cc(C)c2)[nH]n1 (stereo unspecified),6.6
-24.4,-1.6,-6.4,-28.2,-94.5,-20.5,-84.0,-67.5,-48.4,-0.9,CSCCC(=O)N1CCC(n2nccc2NC(=O)c2ccc3c(c2)OCO3)CC1,7.8
-13.1,-6.7,-5.5,-0.4,23.6,1.2,-2.8,6.1,-5.7,3.1,O=C(C1CCN(Cc2cn[nH]c2-c2ccc(F)cc2F)CC1)N1CCOCC1,16.3
-63.3,-3.8,-7.0,-20.1,-77.8,-1.8,-102.0,-114.8,-110.9,-0.2,Nc1ccc2oc(-c3cccs3)nc2c1,-3.5
-11.2,-2.6,-6.0,-6.9,12.4,-0.7,-1.1,-1.8,14.9,-0.6,CCCNC(=O)C(=O)c1cccn1-c1ccsc1C(=O)OC,0.5
9.4,-7.0,2.4,10.4,-2.0,2.5,-20.5,5.7,7.5,0.4,O=C(Cc1ccc(Cl)cc1Cl)OCC(=O)N1CCN(C(=O)c2ccco2)CC1,2.5
8.9,1.8,4.1,0.5,11.5,-15.9,12.1,11.5,13.1,3.0,CCOC(=O)N1CCN(c2c(-c3ccccc3)c3cc(Cl)ccc3[nH]c2=O)CC1,-4.4
21.5,-15.5,-6.0,-6.7,16.0,-6.8,-5.8,-2.0,12.8,13.6*,Oc1ccc(C[C@@H]2CNC(=S)N2CCCCC2CCCCC2)cc1,1.1
11.5,-3.2,-6.9,2.3,3.0,-0.8,0.2,4.7,17.6,0.1,CN(Cc1ccco1)C(=O)c1ccc(S(=O)(=O)N2CCCCCC2)cc1,-5.0
-1.1,11.7,1.8,-7.9,-1.9,-41.3,-0.7,16.4,-20.3,2.1,O=C(NCCN1CCOCC1)c1ccc(Cl)c(S(=O)(=O)NCc2ccccc2)c1,6.0
52.0*,-5.6,-6.7,34.1,13.6,-0.7,-8.9,24.8,29.8,-1.3,CCC1Sc2ccc(S(=O)(=O)Nc3ccc(OC)c(OC)c3)cc2NC1=O (stereo unspecified),3.8
1.1,-4.8,0.8,-20.3,-11.8,5.1,-34.9,-1.5,-14.0,-2.0,O=C(CC(C(=O)O)C1CCCO1)Nc1cccc(C(F)(F)F)c1 (stereo unspecified),-0.6
4.9,1.8,1.2,4.9,-6.4,-20.3,-1.3,-3.5,-2.8,-0.3,O=C(/C=C/c1ccc2c(c1)S(=O)(=O)N(Cc1ccccc1)[C@H]2CC(=O)N1CCOCC1)N1CCOCC1,0.2
1.1,3.3,0.4,-9.5,3.9,-7.1,-2.3,-3.7,-3.6,-2.4,COc1ccccc1Oc1ncnc2c1oc1ccccc12,-1.9
1.6,-6.6,-7.4,-2.2,-8.5,-4.7,-10.7,6.2,-2.9,-0.4,Cc1n[nH]c(=S)n1/N=C/c1ccc(Br)o1,-4.7
-32.1,0.0,2.9,-6.5,-32.6,8.1,-53.2,-81.0,-22.1,0.4,COC(=O)Cc1csc(Nc2ccccc2Cl)n1,11.2
0.8,-8.4,0.0,9.3,10.9,-0.2,5.7,-26.5,-18.3,0.4,S=c1[nH]c2ccccc2c2ccccc12,0.1
-17.4,-2.6,-7.1,1.6,-11.4,-0.9,-10.4,12.4,-19.9,-2.2,COc1cc(C2N(c3ccccn3)C(=O)C3CCCN32)cc(OC)c1OC (stereo unspecified),-2.5
5.1,3.9,-10.2,10.1,-14.3,-5.0,-23.9,-7.8,5.6,-2.2,COCCSc1nnc(NC(=O)CCS(=O)(=O)c2ccccc2)s1,8.6
-9.0,-6.4,2.7,3.2,11.8,2.9,-11.7,3.7,-8.7,2.1,CCOC(=O)C1=C(C)NC(C)=C(C(=O)OCC)C1C(=O)OCC(=O)Nc1ccc(NC(C)=O)cc1,12.5
-29.3,0.7,-7.5,-1.0,-79.1,4.0,-61.0,-92.0,-10.8,0.4,O=C(N/N=C/c1cccnc1)c1cccc(F)c1,-6.8
-10.2,0.5,13.0,-7.0,-10.5,-10.1,-76.5,12.6,5.5,-0.9,O=C(NC(C1CC1)C1CC1)C1CCC(=O)N(CCCN2CCCC2=O)C1 (stereo unspecified),0.8
-4.6,3.1,-2.6,-3.5,-5.4,5.9,5.7,-0.6,7.1,1.3,Cc1ccc(N2C(=O)C(NC(=O)c3c(F)cccc3F)(C(F)(F)F)C3=C2CC(C)(C)CC3=O)cc1 (stereo unspecified),-0.4
-0.1,-5.8,-0.4,1.5,3.0,-13.9,9.0,20.7,-12.0,0.9,COc1ccccc1NC(=O)CCNC(=O)c1ccc(C)cc1,-6.4
0.2,-10.5,-14.6,-2.1,10.5,2.9,-8.8,0.0,-15.6,0.5,CC(C(=O)N1CCc2ccccc21)N1CCN(c2ccccn2)CC1 (stereo unspecified),-3.2
-10.1,0.8,1.8,4.8,-2.6,-12.6,2.5,1.4,-2.1,-0.1,O=C(Nc1ccc(F)cc1)c1ccc2[nH]c(=O)c(=O)[nH]c2c1,-2.8
-11.1,-0.1,-3.9,1.5,3.1,-5.6,8.7,11.4,-25.3,-0.3,Cc1ccc(S(=O)(=O)N2CCC(C(N)=O)CC2)cc1[N+](=O)[O-],9.1
10.5,-0.7,6.2,-5.0,3.9,-0.6,2.7,20.2,3.0,-1.9,Cn1nnnc1Sc1ccc([N+](=O)[O-])cc1Cl,-0.9
0.1,1.0,-1.8,5.9,-8.9,10.3,-6.8,-9.6,9.3,-0.5,C=CCN(c1ccccc1)S(=O)(=O)c1cccc(C(=O)OCC(=O)NC2CC2)c1,4.7
-3.9,0.5,3.1,-4.8,-4.1,-7.1,10.9,2.5,-11.4,-0.3,NS(=O)(=O)c1ccc(NC(=O)COC(=O)c2cc([N+](=O)[O-])ccc2Cl)cc1,16.2
-3.0,-0.5,-18.1,0.5,6.2,-9.5,-6.0,8.1,14.1,-1.4,CCOC(=O)c1[nH]c(C)c(C(=O)OCC(=O)NC2CCS(=O)(=O)C2)c1C (stereo unspecified),9.1
-23.4,-13.1,-12.9,-8.3,-4.5,-19.4,-5.0,-20.9,-41.7,-1.4,CCc1ccc(NC(=O)C2CCN(C(=O)[C@@H]3Cc4ccccc4CN3)CC2)cc1,0.9
-8.8,-0.5,-3.6,5.5,17.1,-3.4,-17.3,-17.4,13.6,-0.8,O=C1NC(c2ccncc2)C(C(=O)c2cccs2)C(O)(C(F)(F)F)N1 (stereo unspecified),14.9
-26.1,24.0*,0.1,-46.8,-56.9,7.0,-63.4,-147.2,-38.6,-3.0,Cc1cc(C)c(C(CC(=O)c2cccs2)C(C#N)C#N)c(C)c1 (stereo unspecified),14.2
-0.4,14.3,-6.9,-4.9,15.1,-3.2,-8.1,-3.7,1.9,4.3,CCOC(=O)c1sc2nc(C)nc(NCCc3ccc(S(N)(=O)=O)cc3)c2c1C,22.8
-12.1,3.7,5.9,10.3,-0.3,0.8,3.1,-3.9,13.7,0.8,N#CCCCn1c(=O)oc2ccccc21,4.0
14.4,-2.8,-9.1,9.3,11.1,-7.5,6.1,-5.7,-28.6,-3.1,CN(CC(=O)Nc1ccccc1Cl)CC(=O)N1CCc2ccccc21,-1.6
-1.3,-9.0,-1.2,3.6,1.8,5.4,-4.5,6.2,-10.1,0.3,O=C1CCc2cc(S(=O)(=O)Nc3ccccc3)cc3c2N1CCC3,6.9
-20.6,-3.0,8.6,6.3,2.8,-5.2,11.8,10.1,14.2,10.7*,O=C(Cn1c(=O)n(CC2CCCO2)c(=O)c2ccccc21)c1ccc(Cl)c(Cl)c1 (stereo unspecified),6.3
-22.0,-8.9,-13.3,-2.8,-0.7,-4.8,-17.8,-0.6,-2.6,0.0,COc1cc(NC(=O)C2CCCCC2)c2ncccc2c1,5.2
-0.9,1.7,-1.0,1.7,-19.3,-1.6,7.1,18.8,-11.9,-0.8,COc1ccc(SCc2noc(C(=O)NCC3CCCO3)c2C(=O)O)cc1 (stereo unspecified),0.9
19.4,1.1,8.1,-1.4,1.2,-1.6,12.0,-1.4,20.0,1.6,CCOC(=O)Nc1cc(NC(=O)OCC)c(C)nc1C,1.1
-2.5,3.2,0.2,-6.6,-4.4,-10.0,5.7,22.9,14.5,-1.3,C[C@H](NS(=O)(=O)c1ccccc1F)C(=O)OCC(=O)N1CCc2ccccc21,7.2
0.5,1.6,-12.0,-2.6,5.4,-6.4,-9.0,5.8,3.6,-2.4,O=C(O)c1cc(-c2ccc(N3CCOCC3)cc2)nn1-c1ccccc1Cl,12.2
12.4,-0.8,-2.4,-6.5,5.3,-0.2,-5.7,18.5,10.3,-2.6,Cc1ccccc1NC(=O)CSc1nnc(Cc2ccccc2)o1,4.3
-2.5,-2.0,-16.3,1.1,-38.9,-12.4,-2.1,29.6,-10.6,-0.7,CCN(CC)C(=O)COc1ccc2c3c(c(=O)oc2c1)CCCC3,8.8
-5.9,2.2,4.6,-3.1,11.8,0.0,-25.5,11.2,-2.4,-1.7,COc1ccc(C(C)C)cc1S(=O)(=O)NCc1ccccn1,6.7
-3.1,-0.2,-4.7,-3.5,-3.9,9.1,6.9,1.8,24.4,-2.9,COC(=O)[C@@H](NC(=O)/C=C/c1ccc(OC)cc1)C(C)C,-3.0
-9.1,-2.3,14.8,1.3,-7.9,-12.3,-15.6,13.2,-53.7,-2.1,O=c1[nH]c(-c2ccc(Cl)cc2)cs1,7.6
-33.5,4.0,-5.5,-13.7,-83.3,1.1,-83.7,-85.7,-34.6,-0.1,CCOc1ccc(NC(=O)Nc2cc(C)ccc2F)cc1,-0.3
-15.4,-4.4,7.5,-4.2,-2.5,4.0,-5.8,-14.9,-33.9,-0.1,CCc1nnc(NC(=O)CSc2nnc(CCc3nc4ccccc4[nH]3)n2C)s1,2.7
